Source: PubChem
PG9 binder: PG9 antibody binding by small molecule; hit rate 0.43% among 360,000; inhibition, % at 6.7 µM; TR-FRET gp120-PG9 antibody binding; in the data active means inhibition above about 8.5%
HTRA1 inhibitor: blocks human HTRA1 serine peptidase; Q92743; recombinant HTRA1, FP-rhodamine activity-based probe, fluorescence polarization; inhibition, % at 5.96 µM; hit rate 0.5% among 340,000; AID 504803; in the data active means inhibition above about 36%;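 further: 0% = enzyme with DMSO and 100% = wells lacking enzyme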
Target sequence (Q92743 whole entry, looked up): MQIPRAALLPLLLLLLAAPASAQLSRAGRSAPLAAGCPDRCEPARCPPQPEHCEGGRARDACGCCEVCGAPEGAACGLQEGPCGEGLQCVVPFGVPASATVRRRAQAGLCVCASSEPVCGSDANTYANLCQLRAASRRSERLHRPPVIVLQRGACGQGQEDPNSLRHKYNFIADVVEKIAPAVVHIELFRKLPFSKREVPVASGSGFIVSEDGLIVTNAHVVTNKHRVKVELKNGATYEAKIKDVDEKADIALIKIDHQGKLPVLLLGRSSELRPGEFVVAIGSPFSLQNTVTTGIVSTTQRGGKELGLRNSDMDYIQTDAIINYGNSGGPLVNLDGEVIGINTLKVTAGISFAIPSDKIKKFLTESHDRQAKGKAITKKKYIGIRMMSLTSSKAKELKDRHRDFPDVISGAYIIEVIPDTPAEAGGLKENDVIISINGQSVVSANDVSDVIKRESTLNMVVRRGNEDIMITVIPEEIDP
NR1D1 modulator: modulators of human Rev-erb alpha DNA binding; Rev-erbα–FITC-DNA binding, fluorescence polarization, 90 min; activity, % at 10 µM; hit rate 0.79% among 370,000;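 active means activity above about 14%, limit read from the data; passing the limit was not always enough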;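 further: 0% = DMSO wells with 35 nM protein and 100% = DMSO wells with 750 nM protein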
ASAP1 inh: inhibitors of human ASAP1 ArfGAP activity | AID 624377 | Q9ULH1 | hit rate 0.19% among 360,000 | ASAP1-stimulated ARF1 GTP hydrolysis, GDP FP detection | inhibition, % at 16.5 µM; in the data active means inhibition above about 25%;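 further: 0% = vehicle with enzyme and substrate and 100% = no enzyme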
ABHD4 inh: inhibitors of mouse ABHD4 | AID 720543 | hit rate 0.54% among 370,000 | purified mABHD4, FP-Rh probe fluorescence polarization | inhibition, % at 8.92 µM;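 active means inhibition exceeding the mean over every tested compound plus 3 SD, cut at about 30% in these data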;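 further: 0% = plate median of compound wells and 100% = S159A mutant with DMSO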
Target sequence (Q8VD66 whole entry, looked up): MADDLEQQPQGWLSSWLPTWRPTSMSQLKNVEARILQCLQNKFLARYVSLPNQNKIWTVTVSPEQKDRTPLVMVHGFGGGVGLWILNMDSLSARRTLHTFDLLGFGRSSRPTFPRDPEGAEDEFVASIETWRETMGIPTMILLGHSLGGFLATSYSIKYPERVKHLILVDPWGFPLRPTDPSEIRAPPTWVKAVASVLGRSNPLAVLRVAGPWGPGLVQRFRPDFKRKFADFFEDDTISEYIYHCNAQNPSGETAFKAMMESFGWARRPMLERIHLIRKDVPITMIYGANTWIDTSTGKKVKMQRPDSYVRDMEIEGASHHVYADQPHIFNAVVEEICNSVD
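Test system: mABHD4 protein; Read-out basis: % inhibition; Incubation: 45 min + 60 min at 25 °C; Repeats: single replicate; Technique: fluorescence polarization with parallel and perpendicular emission, 525/598 nm; Compound: 8.92 µM, single dose; Benchmarks: full inhibition S159A mutant plus DMSO, zero as sample-well median.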
rCAG RNA binder: molecules binding r(CAG) RNA repeats. r(CAG) RNA repeat, TO-PRO-1 dye displacement fluorescence. inhibition, % at 3 µM. hit rate 1.3% among 370,000. AID 651821;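 active means inhibition above the plate cutoff, the mean of all test compounds on that plate plus 3 SD, cut at about 35% in these data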;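 further: 0% = DMSO alone and 100% = 100 µM mitoxantrone as full dye displacement; higher means more dye released from RNA so lower well fluorescence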
GC-B act: GC-B (human) receptor activation; P20594; HEK293-GC-B cells, CNP EC30, cGMP TR-FRET; 0% at EC30 CNP, 100% saturating CNP; activation, % at 10 µM; hit rate 0.11% among 370,000; AID 1920062;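 active means activation at 10 µM reaching about 35% in either raw or pattern-adjusted values, limit read from the data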
SMARCA2 act: activators of SMARCA2 function; MG213 cells, MMTV-luciferase reporter, dexamethasone, overnight; activation, % at 9.1 µM; hit rate 1% among 370,000; AID 652017; in the data active means activation above about 7.8%;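 further: 0% = vehicle wells and 100% = reference activator wells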
NPR1 activator: GC-A (human) enzyme activation; HEK293 GC-A cells, cGMP TR-FRET, EC30 ANP; 0% at EC30 ANP, 100% saturating ANP; activation, % at 10 µM; hit rate 0.14% among 370,000; AID 1671463; in the data active means activation above about 40%
ARFGAP1 inh: inhibits rat ARF GTPase activating protein 1; Arfgap1-stimulated ARF1 GTP hydrolysis, GDP FP detection; hit rate 0.26% among 360,000; inhibition, % at 16.5 µM;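 active means inhibition above a per-plate limit, mean inhibition of low control wells plus 3 SD, cut at about 25% in these data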;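 further: 0% = DMSO wells with enzyme and 100% = wells lacking Arfgap1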
Target sequence (Q62848 1-136 limits assumed): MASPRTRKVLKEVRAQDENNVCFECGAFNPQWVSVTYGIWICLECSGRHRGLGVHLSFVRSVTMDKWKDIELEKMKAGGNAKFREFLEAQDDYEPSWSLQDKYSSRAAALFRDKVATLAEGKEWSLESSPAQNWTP
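System: truncated rat Arfgap1 GAP domain / Benchmarks: high control wells lacking Arfgap1, low control full reaction with DMSO / Times: compound-enzyme preincubation 20 min, reaction 120 min, detection 60 min, 25 °C / Repeats: one replicate per compound / Also added: human ARF1(Δ1-17)-GTP substrate / Measured by: Tracer-displacement fluorescence polarization with EDTA stop, 620/688 nm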
An asterisk follows results filed as active; . = not tested or not shown.

SMILES	PG9 binder	HTRA1 inhibitor	NR1D1 modulator	ASAP1 inh	ABHD4 inh	rCAG RNA binder	GC-B act	SMARCA2 act	NPR1 activator	ARFGAP1 inh
COc1cc(S(=O)(=O)N(Cc2ccccn2)Cc2ccco2)ccc1-n1cnnn1	-0.2	-2	1	-5	3	-4	6	-2	-7	-20
CCOC(=O)NC(=S)Nc1cccc(NC(=S)NC(=O)OCC)c1	-2.0	5	4	1	-2	0	0	-2	0	8
O=C(CNC(=O)N1CC(=O)Nc2ccccc21)Nc1nccs1	-0.2	2	-3	-13	-2	2	6	-2	0	9
COc1cccc(OC)c1C(=O)NCCN1CCN(C(=O)c2c(OC)cccc2OC)CC1	1.1	3	2	-13	-3	-1	5	1	0	-14
CC(=O)c1ccc(Nc2cc(C)nc3c(C)cccc23)cc1	-0.5	-14	8	-11	6	-7	-6	5	14	-1
Cc1cc(NC(=O)CSc2nnc(-c3ccco3)n2CC2CCCO2)no1 (stereo unspecified)	-1.4	2	2	7	10	-3	7	3	4	-9
O=C(/C=C/c1ccco1)NC(=S)Nc1nc(-c2ccc3ccccc3c2)cs1	-0.6	-25	-3	-3	-13	40*	-6	-2	-2	7
CN(Cc1ccc(-n2cccn2)cc1)C(=O)c1cnn2c1NC(c1ccco1)CC2C(F)(F)F (stereo unspecified)	0.1	-8	-2	-2	-2	5	21	-2	3	6
CCN1C(=O)N[C@@H](CCc2ccccc2)[C@@H](C(=O)OC)[C@H]1C	2.2	-3	5	3	-12	-3	0	-1	-1	7
C/C(=N\NC(=O)c1cc(-c2ccccc2C)nc2ccccc12)c1cccnc1	-1.5	-27	-3	15	-23	3	-5	-2	-2	14
CC(=O)c1c(C)oc2ccc(N(C(C)=O)S(=O)(=O)c3cccc([N+](=O)[O-])c3)cc12	1.6	0	8	16	11	5	2	0	2	-6
CCC(=O)Nc1ccc(NC(=S)Nc2ccccc2)cc1	-2.8	0	3	11	3	-1	0	-1	1	-3
C/C(=N\NC(=O)c1ccccc1O)c1ccc(NC(=O)Cc2ccccc2)cc1	-0.4	11	-7	8	2	-2	-1	4	0	8
CCn1cc(C(=O)N2CC(C)CC(C)C2)c(=O)c2cc(S(=O)(=O)N3CCOCC3)ccc21 (stereo unspecified)	1.1	0	-5	-2	-1	3	3	-2	3	13
CCCCN(C(=O)c1ccc(Cl)c(S(=O)(=O)N2CCOCC2)c1)c1c(N)n(CCC)c(=O)[nH]c1=O	0.9	2	-3	4	-4	3	4	-1	4	-2
Cc1cc(C(=O)NCCc2ccc(Cl)cc2)n(-c2ccccc2)n1	0.3	-2	8	-1	-5	-6	-7	-4	-23	5
O=C(Nc1ccc(O)cc1)c1ccc2c(c1)C(=O)N(Cc1ccccc1)C2=O	-1.6	4	3	2	2	9	-1	-2	1	-1
COc1ccc(C(CNC(=O)c2cccnc2SC)N2CCOCC2)cc1 (stereo unspecified)	0.0	6	-3	-10	-2	-1	1	-3	0	-10
CCCn1c(=O)c2[nH]c(-c3ccc(OCC(=O)Nc4ccc(C#N)cc4)cc3)nc2n(CCC)c1=O	-2.3	1	-1	-4	2	1	3	-3	-5	-21
CC(=O)N(C(C)=O)c1ccc2c(c1)OCCO2	0.1	-2	4	5	2	0	-10	-2	4	-4
CCCc1nc2ccccc2c(=O)n1/N=C/c1ccc(O)cc1O	0.0	3	-1	0	7	0	-7	-1	6	-13
O=C(OCc1ccc(Cl)cc1)c1cnccn1	1.0	-1	-1	6	-1	-3	1	-1	-6	-3
COc1ccc(-c2n[nH]c(=S)n2Cc2ccccc2)cc1	0.8	3	-3	-5	1	10	1	1	-1	9
COc1ccc(/C=N/N2CCN(c3ccccc3)CC2)cc1Br	-1.9	1	3	-2	-4	0	-1	-1	0	3

Copied from the list.
Reading for COc1ccc(-c2n[nH]c(=S)n2Cc2ccccc2)cc1 in ARFGAP1 inh: 9
Reading for O=C(Nc1ccc(O)cc1)c1ccc2c(c1)C(=O)N(Cc1ccccc1)C2=O in ARFGAP1 inh: -1
Reading for Cc1cc(C(=O)NCCc2ccc(Cl)cc2)n(-c2ccccc2)n1 in PG9 binder: 0.3
Reading for CCn1cc(C(=O)N2CC(C)CC(C)C2)c(=O)c2cc(S(=O)(=O)N3CCOCC3)ccc21 (stereo unspecified) in ASAP1 inh: -2

Back to the main list, starting 2 compounds before the break.
SMILES	PG9 binder	HTRA1 inhibitor	NR1D1 modulator	ASAP1 inh	ABHD4 inh	rCAG RNA binder	GC-B act	SMARCA2 act	NPR1 activator	ARFGAP1 inh
COc1ccc(-c2n[nH]c(=S)n2Cc2ccccc2)cc1	0.8	3	-3	-5	1	10	1	1	-1	9
COc1ccc(/C=N/N2CCN(c3ccccc3)CC2)cc1Br	-1.9	1	3	-2	-4	0	-1	-1	0	3
CCC1CCC/C1=N\NC(=O)c1ccoc1C (stereo unspecified)	-2.7	-3	-4	-1	-4	1	-2	3	2	-5
CCCC(=O)Nc1cccc(Oc2ccc3c(c2)C(=O)NC3=O)c1	-2.5	7	1	-3	0	-2	-15	-1	-22	-2
CC(C)N(C(=O)Cn1cc(S(=O)(=O)CC(=O)NC2CCCCC2)c2ccccc21)C(C)C	-0.7	2	-5	-2	7	-3	4	2	3	15
CCOc1ccc(CNc2nc3ccccc3n2C)cc1	1.8	-5	1	-12	-5	-2	10	6	-4	-8
N#Cc1ccc(COC(=O)c2cc(=O)c3ccccc3o2)cc1	1.6	-18	2	3	-1	-1	-8	-3	-2	-8
Cn1cnc(C(=O)NC2CCN(C(=O)OC(C)(C)C)CC2)c1C(=O)NC1CCN(C(=O)OC(C)(C)C)CC1	1.5	0	-1	-12	2	-2	-1	-1	-3	-1
COc1cc(/C=C2/NC(=O)N(Cc3ccccc3F)C2=O)ccc1Oc1ccc([N+](=O)[O-])cn1	-1.1	5	-6	8	-3	3	-2	-3	2	-9
COc1ccc(C(=O)Nn2c(SCC(=O)NCc3ccccc3)nc3ccccc3c2=O)cc1	-0.2	6	-1	-5	-5	9	3	-6	1	12
CCS(=O)(=O)N1Cc2ccccc2CC1C(=O)OCC(=O)Nc1ccc(C)cc1 (stereo unspecified)	-0.2	-18	2	-8	-6	2	2	-2	2	-7
CN(C)c1cc[n+](CC(=O)Nc2ccc(Oc3ccccc3)cc2)cc1	-1.5	8	0	-8	2	8	3	-5	3	4
O=C1N[C@@H](c2ccccc2)COC(=O)[C@@H](Cc2ccc(F)cc2)C/C=C\C[C@H]1CC(=O)N(CCO)Cc1ccccc1	-0.4	-12	-3	2	-1	1	2	-1	-2	15
CCn1c(CNC(=O)c2cccnc2)cc2ccccc21	0.2	-1	3	-7	5	3	-2	-2	2	7
CC(C)OC(=O)CN1C(=O)C(C)(C)Oc2ccc(C(=O)NC(C)(C)C)cc21	-0.6	3	-1	6	13	-6	6	-2	5	9
CCCCN1C(=O)C(CC(=O)NC(c2ccccc2)c2ccccc2)CC(C(=O)N(C)C)=C1C (stereo unspecified)	-0.2	1	6	4	1	-3	6	1	2	-2
O=C(c1ccc2snnc2c1)N1CCCC1	1.8	5	-7	-3	5	5	5	1	7	-5
N#Cc1c(-c2ccccc2)ccnc1Oc1ccccc1	1.9	-20	0	0	-2	3	2	4	-1	2
CSc1nsc(NC(=O)OCc2ccc(Cl)cc2)n1	-1.8	-1	-5	-1	-12	1	2	-1	5	5
O=C(N1CCOCC1)C12CC3CC(C1)CC(c1ccccc1)(C3)C2	1.0	1	-3	-8	9	-1	4	0	6	-2
CC[C@H](C)[C@@H](CO)NC(=O)[C@H]1O[C@@H](n2ccc(N)nc2=O)[C@H](O)[C@@H]1O	-0.3	.	-6	3	2	2	-2	-6	0	2
CCOc1ccc(CCNC(=O)COC(=O)COc2ccc(Br)cc2)cc1OCC	-0.7	5	0	5	4	-4	1	-1	6	10
COc1ccc(NC(=O)c2cc(-c3sc(NC(=O)c4ccccc4)nc3C)n(-c3ccc(Br)cc3)n2)cc1	-0.1	.	-2	0	5	9	7	1	-2	4
OCc1ccc(N=Nc2ccccc2)cc1	-2.9	-2	3	3	1	0	-2	3	6	-5
Cc1cc(Cl)c(C)c(S(=O)(=O)N2CCN(C(=O)C3CCCO3)CC2)c1Cl (stereo unspecified)	-0.4	0	7	-1	7	-1	0	-2	-1	4
CC1=C(C(=O)Nc2cc(C(=O)NCCCOC(C)C)ccc2C)SCCO1	-3.6	0	-1	3	-2	-6	0	0	6	2

Arranged by the number under SMARCA2 act (largest number first): 3 from the list above
SMILES | SMARCA2 act
COc1ccc(NC(=O)c2cc(-c3sc(NC(=O)c4ccccc4)nc3C)n(-c3ccc(Br)cc3)n2)cc1 | 1
O=C(N1CCOCC1)C12CC3CC(C1)CC(c1ccccc1)(C3)C2 | 0
CCOc1ccc(CCNC(=O)COC(=O)COc2ccc(Br)cc2)cc1OCC | -1

(cont.)
SMILES	PG9 binder	HTRA1 inhibitor	NR1D1 modulator	ASAP1 inh	ABHD4 inh	rCAG RNA binder	GC-B act	SMARCA2 act	NPR1 activator	ARFGAP1 inh
CCCCc1nc2ccccc2c(NC(=O)CN(CC)CC)c1CCC	-1.0	-12	3	-1	0	-6	2	-5	-2	-2
Cc1ccc(F)c(S(=O)(=O)NC(=O)C2(C)CCN2C(=O)c2ccc(C(F)(F)F)nc2C)c1 (stereo unspecified)	-0.4	.	-2	-4	-2	4	7	-3	2	-10
O=C(Cn1cnc2ccccc21)OCC(=O)N1CCc2ccccc2C1	-0.2	-5	-3	-9	8	-1	0	-1	2	3
Cc1ccc(S(=O)(=O)CCC(=O)N2CCN(c3ccc([N+](=O)[O-])cc3)CC2)cc1	-0.9	5	-3	14	1	-2	-5	-3	2	-5
O=C(NN=C1CCCC1)c1ccc(Br)cc1	2.1	-2	0	-3	-7	-1	4	-1	1	-3
COc1cccc(-c2csc(N3CCN(CC(=O)NNC(=O)c4ccco4)CC3)n2)c1	-0.9	-6	2	-2	-2	5	-5	0	-5	7
CC(C)CNC(=S)N1CCC(NC(=O)c2ccco2)CC1	-2.0	0	4	0	-1	0	2	0	1	3
COc1ccc(OC(=O)COc2ccc(C)cc2)cc1	0.0	-3	-2	6	-3	0	-7	1	-1	12
Cc1ccc(Nc2nc(N/N=C\c3ccc4c(c3)OCO4)nc(N3CCOCC3)n2)cc1	1.3	-5	5	5	0	8	2	-1	6	-1
C=CCNC(=S)/C(=C(/[O-])c1ccccc1Br)[n+]1ccccc1	2.1	0	-1	-4	-9	7	-4	0	1	12
O=C(COC(=O)COc1cccc(C(F)(F)F)c1)Nc1ccc(N2CCOCC2)cc1	-3.0	5	0	-7	2	0	-7	1	0	-9
COC(=O)[C@@H](N[C@H](/C=C/c1ccccc1)[C@@H](O)Cc1ccccc1)c1ccccc1	-1.7	.	15	6	-11	2	-9	-3	16	5
O=C(NCCCO)/C(=C\C=C\c1ccccc1)NC(=O)c1ccccc1Cl	-8.6	0	5	-1	-1	3	-3	-3	1	3
COc1ccc(CNC(=O)c2ccc3c(c2)N(C)C(=O)CS3=O)cc1 (stereo unspecified)	-0.6	4	-1	7	4	7	3	0	-3	4
O=C1C2CCCCC2C(=O)N1Cc1ccccc1 (stereo unspecified)	0.5	4	5	1	3	-1	2	-1	5	2
CCc1ccc(-c2csc(NC(=O)C3=COCCO3)n2)cc1	0.6	-25	-1	-17	-16	3	4	-3	4	-11
COc1ccccc1N1CCN(S(=O)(=O)CCNC(=O)CCc2ccccc2)CC1	-1.2	-1	2	-7	-9	-2	4	-4	1	-9
O=C(Nc1ccc(OC(F)(F)F)cc1)c1ccc2nccnc2c1	0.2	-26	1	-4	-18	11	-1	-2	-1	-4
